Assay outcomes (PubChem BioAssay)
PREPL inhibitor: PREPL enzyme inhibitors, primary screen, biochemical, fluorescence polarization; hit rate 0.68% among 320,000; Prolyl endopeptidase-like (Homo sapiens), Q4J6C6; recombinant PREPL, fluorescence polarization activity-based probe; inhibition, % at 5.96 µM; in the data active = inhibition above about 43%;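 also: 0% = enzyme with DMSO and 100% = wells lacking enzyme; many of its hits are not listed in these tables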
LYPLA1 counter: LYPLA1 inhibitors, primary screen, counter-screen for PME1 inhibitor project, biochemical, fluorescence polarization, FP-Rh probe ABPP | Acyl-protein thioesterase 1 (Homo sapiens), O75608 | recombinant LYPLA1 | inhibition, % at 5.9 µM | hit rate 0.16% among 320,000 | AID 2174, 2009;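 active = inhibition above the mean of all tested compounds plus 3 SD, set per campaign, cut at about 14% in these data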;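 also: inhibitors block serine hydrolase probe labeling of LYPLA1 so polarization falls; 0% = enzyme with DMSO and 100% = wells lacking LYPLA1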
Target sequence (O75608 whole entry, looked up): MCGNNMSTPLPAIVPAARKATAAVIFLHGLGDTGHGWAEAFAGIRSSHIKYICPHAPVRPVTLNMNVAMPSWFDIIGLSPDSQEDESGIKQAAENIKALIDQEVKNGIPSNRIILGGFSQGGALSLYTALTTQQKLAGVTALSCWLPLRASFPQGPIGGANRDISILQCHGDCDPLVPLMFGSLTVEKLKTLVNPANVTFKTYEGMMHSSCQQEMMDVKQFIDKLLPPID
pPAFAH FP inh: pPAFAH enzyme inhibitors, primary screen, biochemical, fluorescence polarization, human | Platelet-activating factor acetylhydrolase (Homo sapiens), Q13093 | recombinant pPAFAH, FP-rhodamine probe fluorescence polarization | inhibition, % at 3.39 µM | hit rate 1.5% among 330,000 | AID 463082, 2010;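 active = inhibition above the mean inhibition across the screen plus 3 SD, cut at about 25% in these data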;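 also: inhibitors block binding of the rhodamine activity-based probe so polarization drops; 0% = enzyme with DMSO and 100% = wells lacking pPAFAH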
LYPLA2 counter: LYPLA2 inhibitors, primary screen, counter-screen for PME1 inhibitor project, biochemical, fluorescence polarization, FP-Rh probe ABPP; inhibition, % at 5.9 µM; hit rate 0.38% among 320,000; AID 2177, 2009; recombinant LYPLA2;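 active = inhibition above the screen-wide mean plus 3 SD, limit set per campaign, cut at about 26% in these data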;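 also: 0% = LYPLA2 with DMSO and 100% = wells lacking LYPLA2 enzyme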
Target sequence (O95372 whole entry, looked up): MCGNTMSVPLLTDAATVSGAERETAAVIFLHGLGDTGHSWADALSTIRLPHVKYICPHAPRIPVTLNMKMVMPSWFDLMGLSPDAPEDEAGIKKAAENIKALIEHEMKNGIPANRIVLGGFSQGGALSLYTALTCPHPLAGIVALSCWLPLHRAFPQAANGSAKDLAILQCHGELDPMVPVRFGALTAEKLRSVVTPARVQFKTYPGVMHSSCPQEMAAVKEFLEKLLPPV
PAFAH1B3 inh: PAFAH1B3 enzyme inhibitors, primary screen, biochemical, fluorescence polarization, human; recombinant PAFAH1B3, FP-rhodamine probe; inhibition, % at 3.39 µM; hit rate 0.28% among 340,000; AID 492972, 2010;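 active = inhibition above the screen-wide average of all tested compounds plus 3 SD, cut at about 25% in these data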;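 also: 0% = enzyme with DMSO only and 100% = wells lacking PAFAH1B3 protein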
Target sequence (Q15102 whole entry, looked up): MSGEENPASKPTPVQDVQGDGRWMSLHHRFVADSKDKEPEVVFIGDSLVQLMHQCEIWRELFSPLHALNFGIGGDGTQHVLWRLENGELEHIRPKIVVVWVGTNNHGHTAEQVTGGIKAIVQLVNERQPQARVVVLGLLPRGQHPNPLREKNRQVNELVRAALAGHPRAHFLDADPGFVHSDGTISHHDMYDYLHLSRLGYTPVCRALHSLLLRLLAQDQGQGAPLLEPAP
GSTO1 counter: inhibitors of recombinant GSTO1, primary screen, counter-screen for RBBP9 inhibitor project, biochemical, fluorescence polarization | inhibition, % at 5.96 µM | hit rate 1.1% among 300,000 | activity-based probe fluorescence polarization;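 active = inhibition above the campaign mean inhibition plus 3 SD, cut at about 35% in these data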;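 also: 0% = GSTO1-1 with DMSO and 100% = wells lacking GSTO1-1 enzyme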
Target sequence (P78417 whole entry, looked up): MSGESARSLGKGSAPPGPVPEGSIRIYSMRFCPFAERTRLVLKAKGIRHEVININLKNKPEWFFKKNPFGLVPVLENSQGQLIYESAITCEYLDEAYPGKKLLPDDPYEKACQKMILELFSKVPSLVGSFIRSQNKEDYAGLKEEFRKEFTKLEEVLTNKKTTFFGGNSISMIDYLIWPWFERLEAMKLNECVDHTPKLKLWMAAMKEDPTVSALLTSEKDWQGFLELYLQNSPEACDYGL
PAFAH2 inh: PAFAH2 enzyme inhibitors, primary screen, biochemical, fluorescence polarization, human; Platelet-activating factor acetylhydrolase 2, cytoplasmic (Homo sapiens), Q99487; recombinant PAFAH2, FP-rhodamine activity probe; inhibition, % at 3.39 µM; hit rate 0.99% among 340,000; AID 492956, 2010;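 active = inhibition above the mean over all tested compounds plus 3 SD, cut at about 30% in these data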;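 also: inhibitors block probe labeling of enzyme so polarization drops; 0% = enzyme with DMSO and 100% = wells lacking PAFAH2 protein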
PAFAH1B2 inh: PAFAH1B2 enzyme inhibitors, primary screen, biochemical, fluorescence polarization, human; Platelet-activating factor acetylhydrolase IB subunit alpha2 (Homo sapiens), P68402; recombinant PAFAH1B2, FP-rhodamine activity probe; inhibition, % at 3.39 µM; hit rate 1.2% among 340,000; AID 492953, 2010;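 active = inhibition above the mean of all tested compounds plus 3 SD, cut at about 24% in these data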;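 also: 0% = enzyme with DMSO and 100% = wells lacking PAFAH1B2; many of its hits are not listed in these tables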
PAD4 FP inh: human PAD4 inhibitors, primary screen, biochemical, fluorescence polarization, 1536-well format; Protein-arginine deiminase type-4 (Homo sapiens), Q9UM07; recombinant PAD4, RCA probe fluorescence polarization; inhibition, % at 6.36 µM; hit rate 0.41% among 330,000;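 active = percent inhibition above a cutoff equal to the mean of all tested compounds plus 3 SD, cut at about 15% in these data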;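 also: 0% = PAD4 with RCA probe and DMSO and 100% = probe without PAD4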
* marks the source's active call; other numbers are inactive results. The list is partial, so the mix of outcomes need not match the whole.

CCc1cc2c(=O)n(Cc3ccco3)c(SCC(=O)NC3CCS(=O)(=O)C3)nc2s1 (stereo unspecified) was read as PREPL inhibitor 1.3, LYPLA1 counter -3.2, pPAFAH FP inh 9.7, LYPLA2 counter 0.7, PAFAH1B3 inh 10.2, GSTO1 counter 8.4, PAFAH2 inh 8.7, PAFAH1B2 inh 8.5 and PAD4 FP inh -2.8.
Screening Cc1ccc(CN2CCN(CC(=O)NC(C)c3ccc4c(c3)OCCO4)C2=O)cc1 (stereo unspecified) returned PREPL inhibitor -3.4, LYPLA1 counter 3.5, pPAFAH FP inh 2.8, LYPLA2 counter 5.4, PAFAH1B3 inh 4.5, GSTO1 counter 6.8, PAFAH2 inh 2.8, PAFAH1B2 inh 7.3 and PAD4 FP inh 0.5.
CCN([C@H](CO)C(C)C)S(=O)(=O)c1ccccc1Br was read as pPAFAH FP inh 1.9, PAFAH1B3 inh 7.3, PAFAH2 inh -2.6, PAFAH1B2 inh 3.5 and PAD4 FP inh -4.1.
Cc1nn(C(C)C(=O)NCCCc2ccccc2)c(=O)c2nn(-c3ccccc3)c(C)c12 (stereo unspecified) was read as PREPL inhibitor 2.6, LYPLA1 counter 0.0, pPAFAH FP inh 2.9, LYPLA2 counter 2.6, PAFAH1B3 inh 6.1, GSTO1 counter -0.5, PAFAH2 inh 1.8, PAFAH1B2 inh 2.6 and PAD4 FP inh 5.8.
`O=S(=O)(c1c(Cl)sc(Cl)c1Br)N1CCCC1` gave PREPL inhibitor -6.2, LYPLA1 counter 1.2, pPAFAH FP inh -4.2, LYPLA2 counter -6.9, PAFAH1B3 inh 7.3, GSTO1 counter 9.7, PAFAH2 inh 4.5, PAFAH1B2 inh -0.1 and PAD4 FP inh -0.6.
For O=C(C1CCC1)N1CCc2cc(S(=O)(=O)N3CCc4ccccc4C3)ccc21 the results were PREPL inhibitor -5.8, LYPLA1 counter 2.9, pPAFAH FP inh -0.2, LYPLA2 counter 3.2, GSTO1 counter 7.2 and PAD4 FP inh 3.1.
`CCn1c(SCC(=O)Nc2cc(OC)ccc2OC)nnc1C1CCCCC1` gave PREPL inhibitor 13.4, LYPLA1 counter 2.9, pPAFAH FP inh 5.6, LYPLA2 counter 6.0, PAFAH1B3 inh 6.1, GSTO1 counter -1.8, PAFAH2 inh 3.7, PAFAH1B2 inh 3.5 and PAD4 FP inh 2.3.
Screening O=C1CC(c2ccc(Cl)cc2)CC(=O)C1CS(=O)(=O)c1ccccc1 (stereo unspecified) returned PREPL inhibitor 8.9, LYPLA1 counter 1.5, pPAFAH FP inh -0.6, LYPLA2 counter 4.4, PAFAH1B3 inh 7.0, GSTO1 counter 14.6, PAFAH2 inh -2.5, PAFAH1B2 inh 6.0 and PAD4 FP inh -2.5.
CC(=O)C(C)Sc1nnc(-c2ccccc2F)n1C1CC1 (stereo unspecified) was read as PREPL inhibitor 6.0, LYPLA1 counter 4.2, pPAFAH FP inh 0.2, LYPLA2 counter -2.0, PAFAH1B3 inh 1.1, GSTO1 counter 3.0, PAFAH2 inh -1.3, PAFAH1B2 inh 3.7 and PAD4 FP inh 0.5.
`O=C(NCc1nc(-c2ccc(C(F)(F)F)cc2)no1)Nc1cc(Cl)cc(Cl)c1` gave PREPL inhibitor -33.8, LYPLA1 counter -52.7, pPAFAH FP inh -20.6, LYPLA2 counter -105.7, PAFAH1B3 inh -23.1, GSTO1 counter -19.8, PAFAH2 inh -64.0, PAFAH1B2 inh -28.6 and PAD4 FP inh -5.2.
`Brc1ccc(-n2cnc(-c3ccccc3)c2)cc1` gave PREPL inhibitor -7.7, LYPLA1 counter -5.0, pPAFAH FP inh 4.5, LYPLA2 counter -1.7, PAFAH1B3 inh -4.4, GSTO1 counter 1.4, PAFAH2 inh 1.2, PAFAH1B2 inh 8.2 and PAD4 FP inh -3.2.
COC(c1ccccc1)c1c(-c2ccccc2)nn(C)c1Cl (stereo unspecified) was read as PREPL inhibitor 7.4, LYPLA1 counter 2.2, pPAFAH FP inh 6.6, LYPLA2 counter 1.4, PAFAH1B3 inh 10.4, GSTO1 counter 4.1, PAFAH2 inh 0.7, PAFAH1B2 inh 5.3 and PAD4 FP inh 1.1.
For Cc1ccc(OCCCC(=O)Nc2ccc3c(c2)OCO3)cc1 the results were PREPL inhibitor 2.4, LYPLA1 counter -1.6, pPAFAH FP inh 6.3, LYPLA2 counter -3.9, PAFAH1B3 inh -1.6, GSTO1 counter -1.8, PAFAH2 inh 8.8, PAFAH1B2 inh 8.7 and PAD4 FP inh 0.8.
O=C(CSCC(=O)N1CCCCC1)Nc1nc(-c2ccc(Cl)s2)cs1 was read as PREPL inhibitor 42.3, LYPLA1 counter -2.5, pPAFAH FP inh 19.7, LYPLA2 counter 1.4, PAFAH1B3 inh 3.9, GSTO1 counter -2.2, PAFAH2 inh -0.6, PAFAH1B2 inh -0.7 and PAD4 FP inh 0.8.
Screening CCCCn1c(SCC(=O)Nc2cc(C)on2)nnc1-c1ccncc1 returned PREPL inhibitor -2.9, LYPLA1 counter -1.8, pPAFAH FP inh 1.2, LYPLA2 counter -3.0, PAFAH1B3 inh 4.3, GSTO1 counter 4.2, PAFAH2 inh -0.2, PAFAH1B2 inh -1.4 and PAD4 FP inh -1.5.
Cc1c(C)n(Cc2ccccc2)c2ccc(C(=O)NCCCN3CCOCC3)cc12 was read as PREPL inhibitor 2.9, LYPLA1 counter -2.1, pPAFAH FP inh 5.7, LYPLA2 counter 5.3, PAFAH1B3 inh 3.0, GSTO1 counter 0.1, PAFAH2 inh -0.8, PAFAH1B2 inh 7.8 and PAD4 FP inh -3.8.
Cc1nn(-c2ccccc2)c2c1P(=O)(O)/C(=C1\N(C)c3ccccc3C1(C)C)C=N2 was read as PREPL inhibitor -4.5, LYPLA1 counter -1.4, pPAFAH FP inh -0.5, LYPLA2 counter -4.0, PAFAH1B3 inh 1.8, GSTO1 counter 5.4, PAFAH2 inh 7.5, PAFAH1B2 inh -0.1 and PAD4 FP inh -0.4.
For Cc1sc(NC(=O)c2ccco2)c(C(c2ccncc2)N2CCOCC2)c1C (stereo unspecified) the results were PREPL inhibitor 17.3, LYPLA1 counter 2.7, pPAFAH FP inh 5.0, LYPLA2 counter 0.8, PAFAH1B3 inh 1.9, GSTO1 counter -0.7, PAFAH2 inh 2.7, PAFAH1B2 inh -0.3 and PAD4 FP inh 0.6.
For O=c1cc(CN2CCN(Cc3ccc(F)cc3)C(CCO)C2)[nH]c2ccccc12 (stereo unspecified) the results were PREPL inhibitor -2.2, LYPLA1 counter -0.9, pPAFAH FP inh 2.7, LYPLA2 counter -1.3, PAFAH1B3 inh 3.6, GSTO1 counter 2.5, PAFAH2 inh 6.7, PAFAH1B2 inh -2.8 and PAD4 FP inh -2.5.
`CCC1=[N+](CC(=O)c2ccc(Br)cc2)CCn2c(C)ccc21` gave PREPL inhibitor 39.1, LYPLA1 counter 2.0, pPAFAH FP inh 6.4, LYPLA2 counter -2.0, PAFAH1B3 inh -4.7, GSTO1 counter -0.8, PAFAH2 inh -1.6, PAFAH1B2 inh 3.9 and PAD4 FP inh -9.6.
`O=C(Nc1cccc(C(=O)Nc2cccc(C(F)(F)F)c2)c1)c1ccc(=O)[nH]c1` gave PREPL inhibitor -8.6, LYPLA1 counter -27.7, pPAFAH FP inh -6.6, LYPLA2 counter -53.6, PAFAH1B3 inh 2.7, GSTO1 counter -12.5, PAFAH2 inh -35.7, PAFAH1B2 inh -2.6 and PAD4 FP inh -1.1.
O=C(CN1CCN(CCO)CC1)Nc1ccccc1 was read as PREPL inhibitor -1.7, LYPLA1 counter 1.3, pPAFAH FP inh -1.8, LYPLA2 counter -0.7, PAFAH1B3 inh 1.5, GSTO1 counter 3.9, PAFAH2 inh -4.5, PAFAH1B2 inh -0.6 and PAD4 FP inh -5.7.
O=C(O)CCCCNS(=O)(=O)c1ccc(Cl)c(C(F)(F)F)c1 was read as PREPL inhibitor 11.0, LYPLA1 counter 2.9, pPAFAH FP inh 4.2, LYPLA2 counter 2.6, PAFAH1B3 inh 5.8, GSTO1 counter -0.5, PAFAH2 inh 8.8, PAFAH1B2 inh 0.2 and PAD4 FP inh -1.6.
`Cc1ccc(/C=C/C(=O)c2ccccc(=O)c2O)c(C)c1` gave PREPL inhibitor 21.2, LYPLA1 counter -2.0, pPAFAH FP inh 69.3*, LYPLA2 counter -2.7, PAFAH1B3 inh 3.7, GSTO1 counter 14.2, PAFAH2 inh 20.5, PAFAH1B2 inh -5.4 and PAD4 FP inh 4.3.
Screening CCn1c(SCC(=O)N2CCCCC2C)nc2ccsc2c1=O (stereo unspecified) returned PREPL inhibitor 8.6, LYPLA1 counter -0.1, pPAFAH FP inh 1.4, LYPLA2 counter -4.6, PAFAH1B3 inh 1.2, GSTO1 counter 2.3, PAFAH2 inh 0.8, PAFAH1B2 inh 5.0 and PAD4 FP inh -1.8.
For COC(=O)[C@@]1(C)[C@H]2C(=O)N(C)C(=O)[C@H]2[C@H]2CN=C(SCc3ccc(C#N)cc3)N21 the results were pPAFAH FP inh 8.9, PAFAH1B3 inh 6.4, PAFAH2 inh -3.9, PAFAH1B2 inh 11.6 and PAD4 FP inh 0.4.
For COc1ccccc1CN=C1Nc2ccccc2CS1 the results were PREPL inhibitor -14.1, LYPLA1 counter 2.1, pPAFAH FP inh 9.1, LYPLA2 counter -0.7, PAFAH1B3 inh 0.4, GSTO1 counter 4.3, PAFAH2 inh 16.5, PAFAH1B2 inh 2.1 and PAD4 FP inh -3.9.
For COc1ccc(NC(=O)COC(=O)C2CCN(S(=O)(=O)c3ccccc3)CC2)cc1Cl the results were PREPL inhibitor 9.1, LYPLA1 counter 1.4, pPAFAH FP inh 10.7, LYPLA2 counter 4.8, PAFAH1B3 inh 3.5, GSTO1 counter -6.5, PAFAH2 inh 4.4, PAFAH1B2 inh 1.4 and PAD4 FP inh 1.2.
`CCCNC(=O)c1c(NC(=O)C2COc3ccccc3O2)sc2c1CCCC2` (stereo unspecified) gave PREPL inhibitor -2.5, LYPLA1 counter 2.1, pPAFAH FP inh -1.0, LYPLA2 counter 6.2, PAFAH1B3 inh -5.1, GSTO1 counter 8.0, PAFAH2 inh -4.5, PAFAH1B2 inh -0.9 and PAD4 FP inh -3.3.
`CN(CC1CCOCC1)C(=O)CC1C(=O)NCCN1CC(c1ccccc1)c1ccccc1` (stereo unspecified) gave PREPL inhibitor 1.2, LYPLA1 counter -3.3, pPAFAH FP inh 1.4, LYPLA2 counter 2.6, PAFAH1B3 inh -2.9, GSTO1 counter 3.1, PAFAH2 inh -3.8, PAFAH1B2 inh 6.0 and PAD4 FP inh 1.7.
